Source: PubChem BioAssay (National Center for Advancing Translational Sciences (NCATS))
FEN1 inhibitor: inhibitors of human flap endonuclease 1; hit rate 0.35% among 390,000; P39748; Recombinant FEN1 flap cleavage, fluorescence, 15 min; Potency, µM (highest dose often 114 µM), for the others: top-dose activity change, negative = inhibition, usual class: inhibitors; also: nearly all actives have a fitted effect of over 65% in size
Target sequence (P39748 whole entry, looked up): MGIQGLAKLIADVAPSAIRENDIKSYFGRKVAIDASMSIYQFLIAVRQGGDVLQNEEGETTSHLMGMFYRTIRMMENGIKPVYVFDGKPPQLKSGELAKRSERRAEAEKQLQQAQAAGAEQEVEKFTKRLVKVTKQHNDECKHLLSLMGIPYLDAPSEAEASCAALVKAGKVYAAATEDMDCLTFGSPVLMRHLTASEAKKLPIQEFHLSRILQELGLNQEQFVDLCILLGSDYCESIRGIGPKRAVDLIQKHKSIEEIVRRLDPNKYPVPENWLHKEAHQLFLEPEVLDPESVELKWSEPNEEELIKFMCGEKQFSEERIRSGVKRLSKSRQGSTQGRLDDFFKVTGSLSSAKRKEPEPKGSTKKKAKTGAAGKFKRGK
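Enzyme 10 nM, 15 min RT preincubation with compound; start with substrate 50 nM final; reads at 0 and 15 min; qHTS titration, four-parameter Hill fit.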
KAT2A inh: inhibitors of human GCN5L2 histone acetyltransferase; AID 504327; GCN5L2 HAT assay, ThioGlo1 CoA-SH fluorescence; Potency, µM (series often up to 58.9 µM), for the others: at the top dose activity change, negative = inhibition, actives largely listed as inhibitors; Q92830; hit rate 0.21% among 390,000
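Enzyme at 20nM final was mixed with library compounds for 15 min at room temperature. Peptide H3(1-25) at 75uM, acetyl-CoA at 70uM and ThioGlo1 at 50uM were then added. Plates were read immediately and after 20 min (Ex340nm/Em540nm).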
N370S GC: inhibits or activates N370S mutant glucocerebrosidase; P04062; N370S GC spleen homogenate, 4MU-glucoside fluorescence; Potency, µM (doses to about 59.4 µM), for the others: at the top dose activity change, negative = inhibition, usual class: inhibitors; hit rate 0.092% among 330,000; AID 2101;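 also: 0% = full enzyme activity and -100% = no enzyme basal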
* marks the source's active call; other numbers are inactive results; ? = inconclusive; . = no result given; & = joins results of further samples; [ ] = dose if it differs, or a comment. Calls follow the shape of the dose curve; as a rule, active = well fitted curve in the direction sought with a large enough effect; inconclusive = small, poorly fitted or top-dose-only effect, or another doubt; inactive = no such curve, though single readings can be large; an effect the other way counts as inactive or inconclusive. Unless noted, % is scaled to controls: 0 for no effect and ±100 for the full control effect; potency is read from the fitted curve at half-maximal effect.

SMILES	FEN1 inhibitor	KAT2A inh	N370S GC
O=C(NC(Cc1ccccc1)C(=O)O)/C(=C/c1ccc([N+](=O)[O-])cc1)NC(=O)c1ccc(Br)o1 (stereo not drawn)	-7%	-9%	-7%
CCc1ccc(C2c3c(n[nH]c3C)C(=O)N2c2ccc(C)cc2)cc1 (stereo not drawn)	-8%	1%	.
O=C(c1ccc(Br)cc1)c1cc([N+](=O)[O-])ccc1N1CCCCC1	0%	-13%	20%
O=C(CCCNC(=O)c1ccc(Cl)cc1)OCc1cccc(Br)c1	0%	-26%	8%
COc1nc(OC)nc(N2CCCCCC2)n1	1%	-4%	-19%
CCOC(=O)[C@@H]1[C@H]2COc3cc(OC)ccc3[C@@H]2N2C(=O)N(c3ccc(OC)cc3)C(=O)[C@@]12C	3%	0%	.
COc1ccc(CCNC(=O)CN2CCOc3ccccc32)cc1OC	21%	3%	5%
Cc1cccc(N2CCC(N=CN(C)C)=N2)c1	19%	-20%	-2%
Cc1ccccc1NS(=O)(=O)c1ccc(Br)s1	2%	-18%	.
COc1ccc(CN2CC(=O)N(c3ccccc3C)C2=S)cc1OC	2%	-3%	2%
COC(=O)C(=Nc1ccccc1)/C(C(=O)C(=O)N(C)c1ccccc1)=C(\O)c1ccccc1	-7%	-13%	-13%
N=C(N)SCCc1ccc(CCSC(=N)N)cc1	20%[57.1 µM]	-4%	2%
O=C(O)Cn1c(C(F)(F)F)nc2ccccc21	-4%	.	14%
CCC(C)c1ccc(O)c(/C=N/O)c1 (stereo not drawn)	0%	-3%	-7%
O=c1[nH]c2ccc(S(=O)(=O)N3CCN(c4ccc(F)cc4)CC3)cc2o1	18%	-4%	4%
COc1ccc(NC(=O)COC(=O)CCCN2C(=O)c3ccccc3C2=O)cc1Cl	-19%	-1%	4%
COC(=O)c1cc(Br)c(=O)n(Cc2cccnc2)c1	1%	0%	6%
COc1cc2ccc3c(CCN(C)C)cc(OC)c(OC)c3c2cc1OC	?	-12%	-8%
O=C(COC(=O)c1ccccc1O)NC(=O)c1ccc(OC(F)F)cc1	-2%	0%	.
CCOc1ccc(NC(=O)NCCCN2CCN(c3ccc(OC)cc3)CC2)cc1	-3%	0%	.
COc1cc2c(=O)n(CC3CCCO3)c(=O)n(CC(=O)Nc3ccc(F)cc3F)c2cc1OC (stereo not drawn)	19%	0%	4%
CC(=O)NC1C(OCc2ccccc2)OC2COC(c3ccccc3)OC2C1OCC(=O)O (stereo not drawn)	6%	0%	11%
Cc1cc(C(=O)NNC(=O)/C=C/c2ccccc2Cl)c(C)o1	-10%	-10%	0%
CN(C)c1nc(-c2cccnc2)nc2ccccc12	.	-27%	8%
Cc1ccc(S(=O)(=O)NCCc2nnc3ccc(SCC(=O)Nc4c(C)cc(C)cc4C)nn23)cc1	-6%	1%	.

Whole records from above. Order of screens: FEN1 inhibitor, KAT2A inh, N370S GC
CCOc1ccc(NC(=O)NCCCN2CCN(c3ccc(OC)cc3)CC2)cc1 is listed with -3%, 0%, .
O=C(O)Cn1c(C(F)(F)F)nc2ccccc21 is listed with -4%, ., 14%
Cc1cc(C(=O)NNC(=O)/C=C/c2ccccc2Cl)c(C)o1 is listed with -10%, -10%, 0%
CCOC(=O)[C@@H]1[C@H]2COc3cc(OC)ccc3[C@@H]2N2C(=O)N(c3ccc(OC)cc3)C(=O)[C@@]12C is listed with 3%, 0%, .
Cc1ccc(S(=O)(=O)NCCc2nnc3ccc(SCC(=O)Nc4c(C)cc(C)cc4C)nn23)cc1 is listed with -6%, 1%, .

Next structures.
SMILES	FEN1 inhibitor	KAT2A inh	N370S GC
OCCNc1cc(Cl)ncn1	29%	?	20%
O=C(NCCN1CCN(C(=O)c2ccc([N+](=O)[O-])cc2)CC1)C(=O)Nc1ccc(F)cc1	7%	-7%	0%
Cc1cc(C)c2c(-n3cccc3)c(C(=O)NCCc3ccccc3)sc2n1	10%	-2%	.
COc1ccccc1N1CCN(C(=O)c2cc3ccc4ccc(C)[nH]c4c3n2)CC1	2%	-10%	.
CCOC(=O)C1=CN(C)C=C(C(=O)OCC)C1c1ccsc1	-11%	-8%	?
O=c1cc(CO)occ1OCc1c(F)cccc1Cl	-5%	-6%	-2%
NS(=O)(=O)c1cc2c(cc1Cl)NC(C(Cl)Cl)NS2(=O)=O (stereo not drawn)	-5%	-4%	-9%&-4%
C[C@@]12CCC3[C@@](CCC4[C@@]3(C)CCC[C@@]4(C)C(=O)N3CCOCC3)(CC1=O)C2 (stereo partly drawn)	-22%	-3%	.
COCCNc1nnc(SCC(=O)NNC(=O)c2ccc([N+](=O)[O-])cc2)s1	12%	-5%	-13%
Cc1ccccc1CNC(=O)CCSCc1cnn(-c2ccccc2)c1-n1cccc1	0%	-13%	.
CCc1c(C)nc2nncn2c1Nc1cccc(C)c1	11%	0%	.
CC(C)COc1ccc(-c2nn(-c3ccccc3)cc2/C=C2/SC(=S)N(CC(=O)O)C2=O)cc1	2%	?	4%
CC(=O)c1c(C)[nH]c(C(=O)OCc2nnc(-c3ccccc3)o2)c1C	-28%	3%	29%
Cc1cccc(NC(=O)C(NS(=O)(=O)c2cccc3nsnc23)c2ccccc2)c1C (stereo not drawn)	-4%	0%	.
COc1cc(N2C(=O)CSC23C(=O)Nc2ccccc23)cc(OC)c1OC (stereo not drawn)	-7%	-1%	3%
COc1cc(OC)cc(-c2nnc(SCc3cccnc3)o2)c1	-7%	-2%	8%
NN(Cc1ccccc1)C(=S)Nc1ccc(Cl)c(Cl)c1	-8%	-8%	5%
Cc1cccc(C)c1NC(=O)CNCC(=O)N(C)C	1%	-2%	-4%
COc1ccc(C)cc1S(=O)(=O)N1CCCC(C(=O)NCc2ccccn2)C1 (stereo not drawn)	3%	-6%	-5%
Brc1ccc(CSc2nnc(-c3ccccn3)n2Cc2ccco2)cc1	-21%	-8%	21%
Cc1nc2ccccn2c1-c1nnco1	4%	-16%	-23%
CCN(C(=O)COC(=O)c1cc2c(s1)CCCC2)c1c(N)n(Cc2ccccc2)c(=O)[nH]c1=O	28%	-9%	.
CC(=O)OC1CC(C)(C)N(OC(=O)c2ccc(N)cc2)C(C)(C)C1	3%	-4%	7%
Cc1nc(NC(=O)c2ccc3c(c2)OCCO3)ccc1Br	-13%	-13%	-7%
CCOC(=O)c1sc(N)c(C(=O)OC)c1C	5%	7%	-2%

The closing 4 entries of the section above come first, to join the parts:
SMILES	FEN1 inhibitor	KAT2A inh	N370S GC
CCN(C(=O)COC(=O)c1cc2c(s1)CCCC2)c1c(N)n(Cc2ccccc2)c(=O)[nH]c1=O	28%	-9%	.
CC(=O)OC1CC(C)(C)N(OC(=O)c2ccc(N)cc2)C(C)(C)C1	3%	-4%	7%
Cc1nc(NC(=O)c2ccc3c(c2)OCCO3)ccc1Br	-13%	-13%	-7%
CCOC(=O)c1sc(N)c(C(=O)OC)c1C	5%	7%	-2%
COC(=O)c1sccc1NC(=O)CN1CCN(c2ccc(F)cc2)CC1	-21%	-5%	3%
Cc1ccc(S(=O)(=O)CC(=O)Nc2nnc(C(C)C)s2)cc1	0%	-3%	0%
Fc1cccc(F)c1-c1nc(-c2ccncc2)no1	18%&-10%	-2%&-2%	0%
CNC(=O)c1cc2c(ccc3ccccc32)o1	-12%	-6%	-3%
Cc1ccc(N2CCN(C(=O)c3c(C)oc4ncnc(N5CCCCC5)c34)CC2)c(C)c1	-19%	28%	.
COCCNC(=O)C(c1ccc(C)o1)N(Cc1ccccc1)C(=O)Cn1nnc2ccccc21 (stereo not drawn)	1%	0%	8%
COC(=O)N/N=C/c1cn(CCOc2cccc(OC)c2)c2ccccc12	2%	-2%	-9%
CC(=O)c1ccc(NS(=O)(=O)c2ccc3c(c2)NC(=O)CCS3)cc1	18%	-1%	.
S=C(NCCC1=CCCCC1)Nc1ccccc1	-17%	-3%	-1%
COc1cccc(CN(C)C(=O)c2cc(S(=O)(=O)N3CCCC3)ccc2C)c1OC	22%	-1%	.
COc1ccccc1-c1nc(SCC(=O)Nc2ccccc2)n[nH]1	-7%	-9%	?
Cc1ccc(C(=O)CSc2nc(C)cc(C)c2C(N)=O)cc1	30%	5%	6%
COc1ccc(CCNC(=O)COC(=O)/C=C/c2ccc(OC)c(OC)c2)cc1	-10%	-1%	-1%
COc1cccc(/C=N/NC(=O)CC(=O)NCCc2ccc(OC)c(OC)c2)c1	-8%	-22%	3%
O=C(c1ccc(Cn2c(=S)[nH]c3cc4c(cc3c2=O)OCO4)cc1)N1CCN(c2ccccc2)CC1	0%	-5%	6%
CCCc1nnc(SCC(=O)Nc2ccc(OC)cc2)n1N	-9%	-8%	-3%
COc1ccc(CCNC(=O)CCCCCN2C(=O)c3ccccc3C2=O)cc1	2%	-4%	-5%
CC1=Nc2ccc(Br)cc2C(c2ccccc2)N1CC(=O)NN (stereo not drawn)	-2%	-17%	-1%
Cc1nc(S/C(C(=O)O)=C2/C(=O)Nc3ccccc32)n[nH]1	?	-8%	9%
Cc1cccc(C(C)C)c1NC(=O)c1cc2ccccc2o1	14%	?	-1%
O=C(CCC(=O)c1ccc[nH]1)c1ccc(Cl)cc1	-2%	-7%	-9%
COc1ccc(C2=C(C)C(N3CCC(C(=O)NCc4ccc(C)o4)CC3)=NS2(=O)=O)cc1	-2%	-9%	.
COC(=O)CN1C(=O)CSc2ccc(S(=O)(=O)Nc3cccc(Cl)c3C)cc21	-13%	-3%	.
O=C(CCCO)NC1Cc2ccccc2C1	-10%	1%	-9%
CCOC(=O)c1ccccc1NC(=O)N(C)CCc1c(C)nn(CC)c1C	1%	24%	.

Two entries picked at random from those above, as already listed:
SMILES	FEN1 inhibitor	KAT2A inh	N370S GC
Cc1cccc(C(C)C)c1NC(=O)c1cc2ccccc2o1	14%	?	-1%
CC(=O)c1ccc(NS(=O)(=O)c2ccc3c(c2)NC(=O)CCS3)cc1	18%	-1%	.

(listing goes on)
SMILES	FEN1 inhibitor	KAT2A inh	N370S GC
S=C(NCC1CC1)N/N=C/c1ccccc1Cl	2%	8%	6%
COCC(C)Nc1ncnc2c1cnn2-c1ccc(C)c(C)c1 (stereo not drawn)	-7%	-6%	.
O=C(Nc1ccc(NC(=O)C2CC2)cc1)c1cccs1	-4%	?	-1%
COc1ccc(-c2nc(NC3=NCCCCC3)sc2C)cc1	-2%	-11%	11%
COc1ccc(C(=O)OCC(=O)Nc2ccc(N3CCOCC3)cc2)cc1OC	-6%	-2%	.
CC(C)c1ccc(Nc2nc(Cl)nc(NCCO)n2)cc1	-1%	-8%	-13%
COc1ccc(Cl)c(OC)c1C(=O)NC(=O)Nc1nc(C)nc(C)n1	4%	1%	-7%
CCC(C(=O)NCCc1ccc(OC)c(OC)c1)n1nc(C)c2sc3ccccc3c2c1=O (stereo not drawn)	-5%	-5%	.
CCOC(=O)N1CCC(c2cc(=O)n3[nH]c(-c4ccccc4)cc3n2)CC1	-1%	1%	-1%
C/C(=N\NC(=O)c1nnn(-c2nonc2N)c1CN(C)c1ccccc1)c1cccs1	5%	-12%	1%
CCCn1c(SCC(=O)c2ccc(OC)c(OC)c2)nc2c1c(=O)n(C)c(=O)n2C	0%	0%	7%
CC(=O)Nc1sc(C)c(C)c1C(=O)OCC(=O)Nc1ccccc1	-5%	0%	.
COc1ccc(/C(N)=N/OC(=O)CCC2CCCC2)cc1OC	-14%	-7%	-2%
O=C(CC1NC(=O)NC1=O)Nc1cccc2ccccc12 (stereo not drawn)	5%	-17%	11%
COc1ccc(CCNC(=O)CSc2nnc(-c3ccccc3)o2)cc1OC	7%	0%	7%
COc1ccc(C2CC(C(F)(F)F)n3nc(C(=O)Nc4c(C)n(C)n(-c5ccccc5)c4=O)c(Cl)c3N2)cc1 (stereo not drawn)	.	-4%	-13%
N#C/C(=C\c1ccc(O)c(O)c1)C(N)=O	.	-7%&-21%	-14%&-13%
COc1nc(OC/C(N)=N/O)nc(N2CCOCC2)n1	-5%	-3%	-8%
COc1ccccc1C(=O)NNC(=O)Cc1ccccc1	-2%	-4%	-1%
NC(=O)CC1C(=O)N(c2ccc(F)cc2)C(=O)N1NC(=O)CCc1ccccc1 (stereo not drawn)	2%	1%	0%
CSc1cc(C)n(-c2ccc(Cl)cc2)c(=S)c1C(C)=O	0%	3%	11%
CCOC(=O)c1sc(=S)n(C)c1NC(=O)c1ccc(C(C)(C)C)cc1	5%	-6%	11%
Clc1ccccc1-c1ncc2ccccn12	-1%	-19%	-6%
Cc1cc(C)cc(NC(=O)COC(=O)[C@@H](NC(=O)c2ccco2)C(C)C)c1	10%	-13%	?
Cc1ccc(CNC(=O)Nc2cc(C(=O)NCc3ccc(C(C)C)cc3)ccc2N2CCCC2)cc1	-3%	12%	.
CCC(CC)NC(=O)COC(=O)c1ccc(OCc2ccc(C(C)=O)cc2OC)c(OC)c1	5%	-2%	10%
CN1CCN(c2ccc(NC(=O)c3ccc4c(c3)OCO4)cc2)CC1	3%	-4%	5%
CN1C(=O)CC(c2ccccc2)C1=O (stereo not drawn)	-3%	-2%	-17%
CC(Sc1nc(-c2ccccc2)cc(C(F)(F)F)n1)C(=O)N1CCCC1 (stereo not drawn)	3%	-8%	-7%
COc1cc(C(=O)Oc2cccc(C(=S)N3CCOCC3)c2)cc(OC)c1OC	-9%	-30%	-3%

An unsorted share of the library. About 0.54% of those tested had a hit in this group.
